# CYP2C9 inh: blockers of cytochrome P450 2C9 activity – biochemical, luminescence, ADME assay, primary screen. P11712. CYP2C9 Supersomes, luciferin-H conversion. inhibition, % at 5 µM. hit rate 20% among 96,000;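 active = blocking of liver enzyme CYP2C9 beyond about 50% at 5 µM, limit read from the data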; note: values of inactives mirror those of a sister screen read the other way
# Target sequence (P11712 whole entry, looked up): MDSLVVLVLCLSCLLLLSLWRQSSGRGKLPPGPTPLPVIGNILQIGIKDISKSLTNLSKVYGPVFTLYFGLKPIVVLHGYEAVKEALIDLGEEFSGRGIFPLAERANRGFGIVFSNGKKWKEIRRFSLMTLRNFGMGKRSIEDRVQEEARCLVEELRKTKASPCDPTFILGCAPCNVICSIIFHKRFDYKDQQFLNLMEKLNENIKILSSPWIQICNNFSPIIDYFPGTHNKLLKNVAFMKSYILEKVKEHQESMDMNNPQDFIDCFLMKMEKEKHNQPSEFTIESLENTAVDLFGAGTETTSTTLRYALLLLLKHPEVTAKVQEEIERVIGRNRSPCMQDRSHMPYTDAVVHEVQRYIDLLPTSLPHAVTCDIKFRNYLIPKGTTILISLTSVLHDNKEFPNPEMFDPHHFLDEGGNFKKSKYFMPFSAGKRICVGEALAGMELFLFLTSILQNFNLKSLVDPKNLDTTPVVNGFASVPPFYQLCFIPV
# PTPN22 act: LYP phosphatase activators, primary screen, biochemical, DiFMUP fluorescence, 2 µM. Tyrosine-protein phosphatase non-receptor type 22 (Homo sapiens), Q9Y2R2. recombinant LYP; 0 = plate median, 100 = signal doubled. activation, % at 2 µM. hit rate 0.11% among 96,000. AID 697, 2007;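 active = activation at 2 µM above a set limit, the mean plus 5 SD, cut at about 37% in these data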
# E coli WT exp: growth inhibitors of wild-type E. coli, primary screen, strain BW25113, expanded library, OD600; growth inhibition, % at 100 µM; hit rate 0.15% among 98,000; OD600 absorbance;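 active = growth inhibition above about 50% at one test dose, limit read from the data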;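 note: growth measured after 20 h incubation at 37 °C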
# PostGolgi ctrl: growth inhibition of yeast control strain, primary screen, counter-screen for post-Golgi transport modulator project | efflux-deficient yeast background strain, growth absorbance A615, 16 h | inhibition, % at 10 µM | hit rate 5% among 98,000 | AID 738, 2007
# PTK2B oligo ant: antagonists of Pyk2 self-association, primary screen, Q293 cells, FERM NanoBiT luminescence, HTS | z-score (the deposit names both 25 µM and 10 µM) | AID 1347419, 2020 | hit rate 0.83% among 99,000 | active compounds read low | Protein-tyrosine kinase 2-beta (Homo sapiens), Q14289;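 active = Z-score of -3 or lower, scaled per plate to the spread of control and sample wells; inactive = z-score above -3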;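 note: negative z-score means lost luminescence so less FERM oligomerization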
# hDAT+cocaine: changed hDAT dopamine uptake under cocaine IC80, either direction, primary screen, cocaine antagonist project, cell-based, LLC-PK1 hDAT, [14C]-dopamine uptake, MLSMR; B-score at 10 µM; LLC-PK1 hDAT cells, [14C]-dopamine uptake with cocaine IC80; actives deviate in either direction; AID 449768, 2010; hit rate 1.3% among 110,000; Sodium-dependent dopamine transporter (Homo sapiens), Q01959;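 active = Z score or B-score, a plate-position-corrected score, falls beyond the plate's 99.7% confidence bounds, in either direction; inactive = both scores lie inside the 99.7% bounds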;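 note: scored against the spread of the other compound wells on the same plate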
# Target sequence (Q01959 whole entry, looked up): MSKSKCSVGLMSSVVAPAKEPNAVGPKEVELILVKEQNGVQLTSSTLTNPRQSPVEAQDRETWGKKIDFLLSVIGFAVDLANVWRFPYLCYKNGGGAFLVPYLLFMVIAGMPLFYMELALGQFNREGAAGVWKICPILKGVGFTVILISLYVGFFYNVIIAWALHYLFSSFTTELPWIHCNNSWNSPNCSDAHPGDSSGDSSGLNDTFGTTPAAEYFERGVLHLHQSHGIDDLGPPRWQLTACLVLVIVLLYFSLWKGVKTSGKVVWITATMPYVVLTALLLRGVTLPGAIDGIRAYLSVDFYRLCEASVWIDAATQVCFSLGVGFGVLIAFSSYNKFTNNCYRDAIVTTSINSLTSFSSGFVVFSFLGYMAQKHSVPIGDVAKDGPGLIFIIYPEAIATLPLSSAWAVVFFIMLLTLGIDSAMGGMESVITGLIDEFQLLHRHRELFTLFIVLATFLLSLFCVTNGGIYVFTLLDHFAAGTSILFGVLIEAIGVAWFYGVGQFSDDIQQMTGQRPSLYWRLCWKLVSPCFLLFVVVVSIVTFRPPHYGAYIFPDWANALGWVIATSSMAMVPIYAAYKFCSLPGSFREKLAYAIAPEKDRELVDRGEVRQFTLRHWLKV
# PTPN22 inh 2: PTPN22 phosphatase inhibitors, primary screen, biochemical, DiFMUP fluorescence, 2 µM | recombinant LYP catalytic domain | inhibition, % at 2 µM | hit rate 0.21% among 96,000;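 active = inhibition at 2 µM at or above a set limit, the screen mean plus 3 SD, cut at about 24% in these data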;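 note: 0% = DMSO with enzyme and 100% = enzyme fully blocked by orthovanadate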
# CYP2C9 act: human CYP2C9 activators, primary screen, biochemical, luminescence; activation factor at 5 µM; Cytochrome P450 2C9 (Homo sapiens), P11712; hit rate 1.4% among 96,000; AID 1024, 2008; recombinant CYP2C9, luciferin-H conversion; active compounds read high; factor 1 = untreated enzyme, 0 = blocked;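 active = activation factor of 2 or more for CYP2C9 at a 5 µM dose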;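 note: 0 = sulfaphenazole-blocked wells and 1 = vehicle-only wells; values of inactives mirror those of a sister screen read the other way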
# PostGolgi yeast: phenotypic screen on post-Golgi transport, primary screen; post-Golgi transport phenotypic cell assay; inhibition, % at 10 µM; hit rate 0.9% among 98,000;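 note: yeast cells grown in 1536-well plates; yeast grown about 18 h at 30C before absorbance read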
# An asterisk follows results filed as active; . = not tested or not shown. Cut-off read from the data, not from the text of the source, unless noted: active = inhibition above about 30%; inactive = the rest. The order is random; about 24% have a hit in one of these screens.
SMILES,CYP2C9 inh,PTPN22 act,E coli WT exp,PostGolgi ctrl,PTK2B oligo ant,hDAT+cocaine,PTPN22 inh 2,CYP2C9 act,PostGolgi yeast
CCOC(=O)c1cc2ccccc2nc1C,-27,-3,3,4,-0.4,0.59,0,1.3,8
CCc1nnc(NC(=O)CSc2nnc(COc3ccccc3C)o2)s1,16,15,-10,-3,1.3,-0.15,-16,0.8,3
Cc1ccc(-n2cc(C(=O)c3ccc4ccccc4c3O)cn2)cc1,-39,-8,-13,25,1.4,-0.0048,11,1.4,-10
CCC(C)(C)NC(=O)C(c1ccccc1F)N(Cc1ccco1)C(=O)Cn1nnc2ccccc21 (centres undefined),9,25,-1,21,0.17,1.1,-29,0.9,22
COCC(=O)NCCc1nc2ccccc2[nH]1,5,.,-1,-5,.,-0.73,.,0.9,19
CC(NC(=O)C1CCC(CNc2c(N3CCOCC3)c(=O)c2=O)CC1)c1ccccc1 (centres undefined),-7,-9,1,7,.,-0.67,6,1.1,-9
O=C1CC(=O)C(n2cncn2)C(c2ccc(Cl)cc2Cl)C1 (centres undefined),74*,.,-1,7,0.31,-0.23,.,0.3,12
O=C(O)c1cc(N2C(=O)C3CC=CCC3C2=O)ccc1NCc1cccnc1 (centres undefined),19,-1,5,1,0.4,.,2,0.8,-6
Cn1c(C(=O)NCCCN2CCN(c3cccc(Cl)c3)CC2)cc2c(=O)n(C)c3ccccc3c21,23,.,-14,96*,.,0.34,.,0.8,23
Cc1cnc(C(=O)Nc2ccccc2C(=O)N2CCOCC2)cn1,5,-5,1,1,-0.26,-0.49,3,0.9,16
CCN(Cc1ccccc1)S(=O)(=O)c1ccc(C(=O)Nc2nnc(C3CC3)o2)cc1,88*,-2,2,3,.,1.2,0,0.1,14
N#Cc1c(N)sc2c1CCN(C(=O)OCc1ccccc1)C2,98*,-7,8,6,0.26,0.17,6,0,-2
COc1ccc(CNc2nc3nc(-c4ccccc4)cc(=O)n3[nH]2)cc1OC,-2,-4,-9,1,-0.61,-0.53,-1,1,7
NC(N)=N/N=C/c1ccccc1,14,2,-9,-6,0.36,-1.3,-2,0.9,-10
O=C(CCCOc1ccc(Cl)cc1)NCC1CCCO1 (centres undefined),-8,1,5,-9,0.11,0.0042,-4,1.1,-11
O=C(CSCc1c(Cl)cccc1Cl)NCC1CCCO1 (centres undefined),-54,-3,4,-2,0.05,-0.36,3,1.5,-2
CCN(CC)S(=O)(=O)c1ccc(NC(=O)C(OC)c2ccccc2)cc1 (centres undefined),55*,-1,-8,9,0.55,0.31,-4,0.4,1
COc1ccc(-c2cc(C(=O)Nc3cc(C)nn3-c3ccccc3)no2)cc1,20,4,-28,-6,0.4,0.13,-2,0.8,-5
COc1ccccc1-c1nnc(SCc2ccccn2)n1C,-53,-3,1,0,1.4,0.58,1,1.5,4
O=C(CCNc1n[nH]c(=O)[nH]c1=O)N1CCOCC1,-14,-8,-2,13,0.01,-3.4*,5,1.1,10
C/C(O)=C(\C#N)c1nnc2n1CCCCC2,-14,-2,5,-3,0.6,-1.2,-1,1.1,-4
CCC(C)NS(=O)(=O)c1ccc(OCC(=O)NCc2cccnc2)cc1 (centres undefined),1,18,-4,-3,0.48,0.54,-18,1,-2
Cc1nnc(SCc2cccc(CSc3nnc(C)s3)c2)s1,17,-2,-1,7,0.83,-0.32,4,0.8,-5
CC(=O)Nc1ccccc1OCC(=O)c1ccc2c(c1)OCO2,16,-4,7,4,-0.17,-0.0023,1,0.8,9
Cn1[nH]c(=O)c2ccccc2c1=O,-12,.,-8,16,-0.2,-0.73,.,1.1,14
Cn1nc(Oc2nc(N3CCOCC3)nc(N3CCOCC3)n2)ccc1=O,-6,8,-3,17,-0.01,-0.58,-7,1.1,-7
Fc1ccc(CSc2nnc(-c3cccs3)o2)cc1,72*,2,3,2,-0.26,-0.21,2,0.3,-3
CCOC(=O)c1c(C)c(C(=O)Nc2cc(OC)ccc2OC)c(C)n1CC,-26,0,5,28,-0.13,0.35,-2,1.3,16
CCCOP(=O)(c1ccc(N(C)C)cc1)C(O)c1ccncc1 (centres undefined),37,-7,6,-1,0.74,-0.36,7,0.6,0
Cc1ccc(S(=O)(=O)Nc2ccc3c(c2)nc(CN2CCCC2)n3C)cc1,4,-6,6,-1,0.17,-0.21,5,1,-2
c1cc(-c2nnc(-c3ccncc3)o2)ccn1,12,3,7,0,-0.08,0.43,-5,0.9,15
N#C/C(=C\c1ccc(N2CCCC2)c([N+](=O)[O-])c1)c1nc2ccccc2[nH]1,20,0,-13,7,-2.8,0.45,2,0.8,1
O=C(c1ccco1)N1CCN(C(=O)C(Cc2ccccc2)NS(=O)(=O)c2cccs2)CC1 (centres undefined),8,-12,5,4,0.33,0.047,10,0.9,-6
CCOC(=O)C(Oc1ccc(=O)n(-c2ccccc2)n1)C(C)=O (centres undefined),-2,13,-9,7,1.9,-0.22,-15,1,1
Cc1nn(C)c(C)c1S(=O)(=O)N1CCC(C(=O)NC(C)c2ccccc2)CC1 (centres undefined),-4,.,-7,1,.,0.71,.,1,7
CCC(CO)Nc1ncnc2c1cnn2-c1ccc(Cl)cc1 (centres undefined),65*,2,6,17,.,0.77,-4,0.3,22

# Another view of six compounds above.
structure | CYP2C9 inh | PTPN22 act | E coli WT exp | PostGolgi ctrl | PTK2B oligo ant | hDAT+cocaine | PTPN22 inh 2 | CYP2C9 act | PostGolgi yeast
CCOC(=O)c1c(C)c(C(=O)Nc2cc(OC)ccc2OC)c(C)n1CC | -26 | 0 | 5 | 28 | -0.13 | 0.35 | -2 | 1.3 | 16
Cn1nc(Oc2nc(N3CCOCC3)nc(N3CCOCC3)n2)ccc1=O | -6 | 8 | -3 | 17 | -0.01 | -0.58 | -7 | 1.1 | -7
Cn1[nH]c(=O)c2ccccc2c1=O | -12 | . | -8 | 16 | -0.2 | -0.73 | . | 1.1 | 14
Fc1ccc(CSc2nnc(-c3cccs3)o2)cc1 | 72* | 2 | 3 | 2 | -0.26 | -0.21 | 2 | 0.3 | -3
N#C/C(=C\c1ccc(N2CCCC2)c([N+](=O)[O-])c1)c1nc2ccccc2[nH]1 | 20 | 0 | -13 | 7 | -2.8 | 0.45 | 2 | 0.8 | 1
CCC(CO)Nc1ncnc2c1cnn2-c1ccc(Cl)cc1 (centres undefined) | 65* | 2 | 6 | 17 | . | 0.77 | -4 | 0.3 | 22

# Continuation:
SMILES,CYP2C9 inh,PTPN22 act,E coli WT exp,PostGolgi ctrl,PTK2B oligo ant,hDAT+cocaine,PTPN22 inh 2,CYP2C9 act,PostGolgi yeast
COC(=O)c1ccccc1NC(=O)c1ccc(COc2ccccc2)o1,-18,0,-13,36*,-1.2,0.094,0,1.2,-12
CCOC(=O)c1cnc(-n2nc(C)cc2C)nc1Nc1ccccc1OC,5,-2,-8,1,.,0.5,0,1,5
Cc1nnc(SCC(=O)n2c3c(c4ccccc42)CCCC3)s1,-31,1,-9,9,0.08,-1.9,-2,1.3,1
CCOC(=O)CSc1nnc(Cc2ccccc2)n1CC1CCCO1 (centres undefined),-5,5,-2,2,0.28,-0.35,-7,1.1,8
CCCSc1nc2c(c(=O)[nH]c(=O)n2C)n1Cc1ccc(C)cc1,1,-12,0,7,-0.44,0.17,11,1,5
COc1ccc(CNC(=O)CN(Cc2ccc(Cl)cc2)S(=O)(=O)c2ccccc2)cc1,34,-7,-11,39*,-1,0.0048,6,0.7,-7
Cn1nc(SCC(=O)O)sc1=S,17,-4,-1,2,0.14,-0.14,1,0.8,15
CC1(C)N=C(N)N=C(N)N1c1ccc(C(=O)O)cc1,7,7,-1,-14,.,.,-5,0.9,-12
Cc1csc(NC(=O)CSc2nc3ccccc3s2)n1,-1,-13,12,0,0.08,-0.047,17,1,13
CCN(CC)CCNc1ccc(Cl)cc1[N+](=O)[O-],.,14,.,.,-0.61,-0.68,-17,.,.
Cc1cc(C)c(S(=O)(=O)N2CCN=C2c2ccccc2)cc1C,-47,12,-1,15,0.03,-0.0068,-9,1.5,1
CCCC(=O)Nc1cccc(Oc2nc(C)cc(C)c2C#N)c1,24,0,3,7,-1,1.1,2,0.8,-2
COc1ccc(CNCc2ccco2)cc1OCc1ccccc1,-5,2,-2,2,0.07,0.011,3,1.1,-3
COc1ccc(OC)c(S(=O)(=O)Nc2c(F)cccc2F)c1,-20,15,6,11,0.24,-1.9,-19,1.2,-10
CCCc1nnc(NC(=O)CN2CCOCC2)s1,20,-3,9,0,1.4,-1.4,1,0.8,-8
CCc1ccc(NC(=O)CS(=O)CC(=O)NCC2OCCc3ccccc32)cc1 (centres undefined),74*,2,-1,9,0.86,1.1,-3,0.3,-2
NC1=NC2(CCCCC2)N(c2ccc(F)cc2)C(N)=N1,.,0,.,.,0.03,-0.62,1,.,.
CN1CCN(C(=O)N2CCNC2=O)CC1,-33,3,3,0,0.64,0.0029,-6,1.3,-1
COc1cccc(NC(=O)Cc2cccs2)c1,21,9,11,16,0.21,-0.31,-11,0.8,-4
Cc1cccc(N2CCN(C(=O)CCNS(=O)(=O)c3ccc4c(c3)CCC(=O)N4)CC2)c1C,58*,.,-1,1,1.1,-0.23,.,0.4,-1
N#C/C(=C\c1cc([N+](=O)[O-])c(N2CCOCC2)cc1N1CCOCC1)c1nc2ccccc2[nH]1,97*,5,-3,14,0.47,-0.4,-7,0,12
CCCN(CCC)CCCNc1ccc2nnc(-c3ccc(F)cc3)n2n1,3,-6,-1,-9,.,-0.33,6,1,-9
Cc1cc(=O)n2c3ccccc3n(CC(O)CN3CCCC3)c2c1C#N (centres undefined),-12,3,-6,0,0.14,-0.91,1,1.1,6
CCN(CC)CCNC(=O)c1ccccn1,4,12,7,9,-0.29,-0.86,-14,1,4
Nc1c(C(=O)NCCN2CCOCC2)c2nc3ccccc3nc2n1-c1ccc2c(c1)OCO2,14,.,-4,3,-0.32,0.38,.,0.9,-1
Nc1cc(-c2nc3ncccc3o2)ccc1Cl,.,11,.,.,-0.55,0.75,-12,.,.
C/C(=C/C=N/Nc1nc(N2CCCCC2)nc(N2CCCCC2)n1)c1ccccc1,30,-5,-12,22,-1,-0.56,7,0.7,0
COC(=O)Nc1sc2c(c1C(=O)N1CCOCC1)CCC(C)C2 (centres undefined),-8,1,2,-4,-0.48,-0.21,0,1.1,10
Cc1cn2nc(N)c3ccccc3c2n1,-8,.,14,3,0.6,1,.,1.1,10
CC(C)OC(=O)c1c(NC(=O)CCn2nnc3ccccc32)sc2c1CCCC2,82*,.,-2,2,-0.49,-0.87,.,0.2,-5
COc1ccc(-c2nc3ccc(N4CCCC4)cc3c(=O)[nH]2)cc1OC,4,1,-6,13,-0.21,.,-3,1,6

# Whole records from above:
# Cc1nnc(SCC(=O)n2c3c(c4ccccc42)CCCC3)s1 is listed with CYP2C9 inh = -31; PTPN22 act = 1; E coli WT exp = -9; PostGolgi ctrl = 9; PTK2B oligo ant = 0.08; hDAT+cocaine = -1.9; PTPN22 inh 2 = -2; CYP2C9 act = 1.3; PostGolgi yeast = 1
# COC(=O)c1ccccc1NC(=O)c1ccc(COc2ccccc2)o1 is listed with CYP2C9 inh = -18; PTPN22 act = 0; E coli WT exp = -13; PostGolgi ctrl = 36*; PTK2B oligo ant = -1.2; hDAT+cocaine = 0.094; PTPN22 inh 2 = 0; CYP2C9 act = 1.2; PostGolgi yeast = -12
